# WT yeast gro inh: growth inhibition of WT yeast, mitochondrial fusion screen | 190,000 compounds, 2.1% hits | mitochondrial fusion phenotypic screen, WT strain | inhibition, % at 10 µM; in the data active = inhibition above about 58%; tested in S. cerevisiae
# b-catenin transl: beta-catenin nuclear translocation modulation; HeLa beta-catenin nuclear translocation, immunofluorescence imaging; nuclear translocation activity, % at 5 µM; 190,000 compounds, 0.3% hits;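 active = nuclear translocation activity above 50% at 5 µM, with a well cell count of 50 or more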;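 also: per-cell ratio of nuclear to cytoplasmic median beta-catenin stain intensity; plate controls were DMSO negative control for no effect and GSK-3 inhibitor IX positive control for full effect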
#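 Assay system: human HeLa cells, native beta-catenin; doses: 5 µM primary, 0.02–20 µM confirmation; incubation: compound treatment 24 h, 37°C, 5% CO2; technique: fluorescence imaging of beta-catenin antibody stain plus DAPI; measure: % activation, nuclear-to-cytoplasmic median beta-catenin signal ratio per cell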
# PMI inhibition: human PMI inhibitors, high substrate, primary screen, biochemical, fluorescence intensity, high mannose 6-phosphate (AID 1220); recombinant PMI enzyme, coupled fluorescence intensity; higher % means a stronger effect; inhibition, % at 20 µM; hits with a dose series show IC50 in µM; 190,000 compounds, 0.66% hits
# Insulin prom up: MIN6 insulin promoter up-regulation; AID 1625; 190,000 compounds, 0.3% hits; MIN6 insulin promoter-GFP reporter, high-content imaging; active compounds read high; z-score at 5 µM;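 active = z-score above 3 at 5 µM with at least 500 cells counted in the well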
# MT stabilizer: microtubule stabilization, imaging screen; HeLa tubulin immunostaining HCS, 24 h; share of cells brighter than vehicle mean+2SD; AID 2205; 200,000 compounds, 0.83% hits; % tubulin-high responders, % at 10 µM;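 active = plate Z-score above 3 for both tubulin-high and condensed-nucleus cell shares, with cell loss under 80%, at 10 µM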;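 also: anti alpha tubulin signal scored within the nucleus-defined area of each cell; some results filed as inactive read as strong as hits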
# Yfh1-off respiration: mitochondrial function rescue without frataxin homolog – Friedreich's ataxia, plus single-dose screen, dose response (AID 1465); S. cerevisiae Yfh1-off respiration, WST-1 reduction, 72 h; higher fold induction means a stronger effect; 220,000 compounds, 0.074% hits; fold induction at 50 µM; hits with a dose series show EC50 in µM;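 active = fold induction of absorbance versus untreated yeast above a set limit, then at least 30% activation at any dose in follow-up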;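 also: activators that raise dye reduction in frataxin-depleted yeast; strong numbers were not always called active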
# PMI inhibitors: inhibitors of human PMI, primary screen, biochemical, fluorescence intensity, coupled assay (AID 1209) | inhibition, % at 20 µM, or IC50 in µM where a hit was titrated | purified PMI enzyme, coupled fluorescence intensity; higher % means a stronger effect | 190,000 compounds, 0.42% hits;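 also: plate controls were DMSO vehicle for no effect and wells lacking substrate for full effect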
# Autophagy mod: autophagy modulation, high-content screen; MEF GFP-LC3 puncta imaging; test concentration mostly 10 µM; calls only at 10 µM (by protocol); 190,000 compounds, 0.98% hits;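 active = percentage of spot-positive cells more than 3 SD above its plate mean, without a fluorescence outlier flag or 80% toxicity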;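 also: spot-positive cell cutoff set from DMSO-treated cells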
# Dynein transport: blocks dynein driven cargo transport along microtubules. 3617.4 mouse cells, GR-EGFP nuclear translocation imaging; test concentration mostly 20 µM; stimulated with dexamethasone, 1 µM; active compounds read low. z-score, hits read low. 220,000 compounds, 0.47% hits;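 active = plate z-score of nuclear minus cytoplasmic receptor signal below a set negative limit, without overly bright fluorescence or cell loss, cut at about -3.5 in these data, passing the limit was not always enough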;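 also: z-score of nuclear minus cytoplasmic ring GR-EGFP intensity difference per well; some compounds called inactive have numbers as strong as hits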
#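 medium = tetracycline-free induction medium containing charcoal-stripped FBS | probe or stimulus = dexamethasone, 1.0 µM final | timing = 48 h induction, then 1 h compound, then 30 min agonist, 37 °C | detection = automated 10x imaging of fixed Hoechst-stained cells | read-out basis = nuclear versus cytoplasmic GR-EGFP signal, averaged per well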
# WT yeast gro inh mutant strain: recorded beside WT yeast gro inh, whose call it bears; inhibition, %; mitochondrial fusion phenotypic screen, mutant strain inhibition
# Dynein transport cytoplasmic EGFP: recorded beside Dynein transport, whose call it bears; z-score; measured here: cytoplasmic GR-EGFP intensity; active compounds read high
# Dynein transport nuclear GR-EGFP: recorded beside Dynein transport, whose call it bears; z-score; measured here: nuclear GR-EGFP intensity;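 lower value marks the stronger effect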
# Dynein transport cell count: further read-out of Dynein transport, marked with its call; z-score; measured here: cell count per field
# Insulin prom up cell count: recorded beside Insulin prom up, whose call it bears; cell count; measured here: cytotoxicity, nuclei count;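 total cells summed across four imaged fields per well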
# b-catenin transl cell count 5 µM: recorded beside b-catenin transl, whose call it bears; cell count; measured here: cell count, cytotoxicity flag
# MT stabilizer Hoechst-high %: also measured in MT stabilizer; calls as there; % Hoechst-high responders; measured here: nuclear condensation Hoechst responders;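 share of cells brighter than vehicle mean plus two SD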
# MT stabilizer cytotoxicity %: recorded beside MT stabilizer, whose call it bears; toxicity, %; measured here: cytotoxicity by cell density;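 0% = mean cell density of plate MIN control wells and 100% = no cells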
# Autophagy mod cell loss 18 h: recorded beside Autophagy mod, whose call it bears; toxicity, %; measured here: cell loss, nuclei count;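 cell loss after 18 h compound exposure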
# Starred values were filed as active, the others as inactive; i = inactive; · = not tested or not shown. Rule as the data show it, unless noted: active = inhibition above about 50%; inactive = the rest. The order is random; 5% or so of the library scored in one or more.
SMILES,WT yeast gro inh,WT yeast gro inh mutant strain,b-catenin transl,b-catenin transl cell count 5 µM,PMI inhibition,Insulin prom up,Insulin prom up cell count,MT stabilizer,MT stabilizer Hoechst-high %,MT stabilizer cytotoxicity %,Yfh1-off respiration,PMI inhibitors,Autophagy mod,Autophagy mod cell loss 18 h,Dynein transport,Dynein transport cytoplasmic EGFP,Dynein transport nuclear GR-EGFP,Dynein transport cell count
Cc1onc(-c2ccc(Cl)cc2)c1-c1ccnn1S(=O)(=O)c1cccc(C(F)(F)F)c1,·,·,-0.5,1164,·,-0.5,1425,·,·,·,i,·,·,·,1.2,-0.281,0.336,-0.23
CCOc1ccc(/C=C(\C#N)C(=O)Nc2cccnc2)cc1,1.7,-1.7,-1.1,939,-4.7%,0.15,1256,3.3,1.6,3.9,·,1.3%,i,-10.3,-0.38,-0.244,-0.4,0.251
COC(=O)c1[nH]c2cc(OC)ccc2c1NC(=O)CN1CCOCC1,-8.0,-1.6,-1.3,1053,-0.4%,·,·,4.2,1.7,0.1,i,4.5%,i,1.3,1.33,-0.28,0.772,0.376
Cc1ccc(C(=O)Nc2c(-c3cccs3)c(=O)c3ccccc3n2C)cc1,-1.1,15.2,1.8,1139,13.4%,0.23,801,2.1,1.1,0.5,i,13.3%,i,-8.5,0.475,0.0858,0.72,-0.498
CCOC(=O)/C(=N\Nc1ccc(Br)cc1)N1CC(C)OC(C)C1 (stereo unspecified),·,·,-0.9,1244,·,-0.25,1036,·,·,·,i,·,·,·,-0.666,-0.822,-0.581,0.425
CC(C)(C)c1nc(Sc2ccc([N+](=O)[O-])cn2)n[nH]1,·,·,0.4,1305,·,1.32,1046,·,·,·,i,·,·,·,0.176,-0.164,0.545,-0.697
COc1ccc(C2N(c3cccc(Cl)c3)C(=O)C3CCCN32)cc1 (stereo unspecified),2.4,5.2,-3.3,1178,10.3%,0.05,995,2.9,3.3,7.9,i,11.1%,i,12.4,0.0988,-0.149,0.0986,-0.41
Cc1sc2c(c1C)c(=O)n(-c1ccc(Cl)cc1)c(=O)n2Cc1cc(=O)n2ccccc2n1,-9.5,-18.5,-1.4,920,-3.3%,-0.27,1386,2.6,3.3,9.0,i,5.5%,i,9.1,-0.949,-0.335,-0.787,1.02
O=C(NC1CCCC1)C1c2ccccc2C(=O)N1C1CCCCC1 (stereo unspecified),27.0,23.0,-5.4,1027,-7.4%,-1.26,1442,2.3,2.1,10.6,i,1.8%,i,12.2,0.29,0.0838,0.0477,-0.0359
Cc1ccc(-c2cc(C(=O)NC3=NCCS3)c3cc(Br)ccc3n2)o1,13.1,9.3,-0.7,1053,-66.2%,-0.12,1343,3.2,2.2,3.7,i,-39.2%,i,-4.0,-3.3,0.698,-1.39,0.187
Cc1cc(C)nc(SCC(=O)Nc2ncc(C(F)(F)F)cc2Cl)n1,-12.3,-1.9,-0.5,1060,7.8%,·,·,3.2,2.2,8.2,i,11.4%,i,3.7,0.396,-0.0463,0.147,-0.41
COC(=O)c1ccccc1NC(=O)C1COc2ccccc2O1 (stereo unspecified),13.7,22.5,·,·,8.3%,0.74,1294,3.2,2.0,10.0,i,9.3%,i,-5.9,-1.21,-0.225,-0.626,0.321
O=C(CSc1nnc(SCC(=O)c2ccco2)s1)c1ccco1,10.4,13.4,-0.9,1326,2.8%,1.09,1463,1.6,1.3,4.2,i,3.5%,i,-2.6,-0.325,-0.167,-0.152,0.368
CCCn1cc(CN2CCN(Cc3ccc(C)o3)C(CCO)C2)c(C)n1 (stereo unspecified),-7.8,-2.3,0.5,1156,-8.1%,-0.67,1337,2.3,2.0,4.3,i,-6.7%,i,8.3,0.751,-0.266,0.286,-0.0123
CC1=C(C(=O)Nc2ccccc2)C(c2cccs2)NC(=O)N1 (stereo unspecified),-0.2,-4.6,0.7,1548,-0.7%,0.52,1404,4.9,1.6,7.9,i,0.9%,i,-20.1,-0.66,-0.246,-0.135,0.542
CCOCCCNC(=O)c1ccccc1SC,-8.3,-5.6,-0.7,1164,-6.3%,-0.25,1174,2.5,0.3,39.6,i,1.8%,i,-5.7,-0.0906,-0.234,-0.00135,0.256
O=C(OCC(=O)N1CCN(C(=O)COC(=O)c2ccncc2)CC1)c1ccncc1,-6.7,5.8,-5.9,828,-8.8%,0.9,1128,2.6,1.7,1.2,i,-9.9%,·,·,3.12,-0.16,1.98,-1.69
CCCCOc1ccc(C2OC34CCCCC3C(C#N)(C#N)C2(C#N)C(=N)O4)cc1 (stereo unspecified),-8.6,-40.0,-1.9,1210,11.0%,-0.65,900,1.8,1.5,6.5,i,17.0%,i,34.3,1.27,0.323,1.3,-1.25
CCSCCOC(=O)C1=C(C)NC2=C(C(=O)CCC2)C1c1coc2ccccc2c1=O (stereo unspecified),6.4,8.6,-2.8,970,2.7%,0.15,1587,4.1,1.8,5.9,i,-2.2%,i,-0.5,-0.542,-0.382,0.0273,0.535
CCN(CC)CCNC(=O)c1cc2c(=O)n(C)c3ccccc3c2n1C,2.5,-11.2,·,·,3.5%,0.4,939,5.5,3.6,4.8,i,-3.4%,i,8.8,-0.783,-0.0783,-0.235,0.61
COc1ccc(-n2c(Cc3cccn3C)nnc2SCC(=O)Nc2cccc(NC(C)=O)c2)cc1,9.4,49.3,-1.9,1336,0.5%,-0.99,1445,4.2,3.2,2.0,i,-2.2%,i,0.0,-0.487,-0.192,-0.0418,2.01
CCc1ccc(Nc2ccc(C(N)=O)cc2[N+](=O)[O-])cc1,-1.6,8.3,1.9,428,3.1%,-0.08,1262,2.4,2.1,7.9,i,1.9%,i,2.1,0.138,-0.246,0.0902,0.179
CCCNC(=O)c1cccc(NC(=O)C(C)C)c1,1.4,7.1,0.0,1542,-5.9%,-0.35,1446,4.8,2.5,10.2,i,-5.0%,i,12.4,3.08,-0.22,1.83,-1.5
C/C(CC(=O)Nc1ccc([N+](=O)[O-])cc1)=N/NC(=O)C1C2CCCCC21 (stereo unspecified),·,·,-0.3,1325,·,0.21,1008,·,·,·,i,·,·,·,2.36,-0.234,1.95,-1.15
COc1cccc(NC(=O)c2cc(Cl)nnc2Cl)c1,-21.2,-13.7,-3.2,1129,-5.5%,-0.46,1518,2.0,2.5,1.1,i,-3.0%,i,0.5,-2.31,0.192,-1.23,0.476

# Other entries follow.
SMILES,WT yeast gro inh,WT yeast gro inh mutant strain,b-catenin transl,b-catenin transl cell count 5 µM,PMI inhibition,Insulin prom up,Insulin prom up cell count,MT stabilizer,MT stabilizer Hoechst-high %,MT stabilizer cytotoxicity %,Yfh1-off respiration,PMI inhibitors,Autophagy mod,Autophagy mod cell loss 18 h,Dynein transport,Dynein transport cytoplasmic EGFP,Dynein transport nuclear GR-EGFP,Dynein transport cell count
CC(=O)c1ccc(OCC(=O)c2cc(C)n(-c3ccc4c(c3)OCO4)c2C)cc1,5.6,0.3,-2.4,560,29.9%,-0.95,624,1.6,1.9,5.9,i,8.7%,i,11.2,-0.413,-0.249,-0.22,1.19
O=C(CNC(=O)c1cccc(Cl)c1)N/N=C/c1cccnc1,·,·,-1.5,1173,·,-0.17,1444,·,·,·,i,·,·,·,-1.07,-0.228,-0.468,0.946
Cc1ccccc1NC(=S)Nc1cccc([N+](=O)[O-])c1,-10.2,82.2,-1.8,1434,5.3%,0.46,1455,0.8,1.0,2.5,i,5.2%,i,-0.5,-0.523,-0.193,-0.37,-0.0166
Cn1c(C(=O)NCCc2c[nH]c3ccccc23)cc2sccc21,16.7,11.1,·,·,2.1%,1.52,988,2.2,3.1,6.3,i,5.2%,i,2.7,-0.838,-0.196,-0.349,-0.0409
COC(=O)c1c(C(C)=O)c(C)n(C)c1C,·,·,-0.5,1178,·,-0.82,1366,·,·,·,i,·,·,·,-0.295,-0.201,-0.2,0.425
CCCCNS(=O)(=O)c1ccc(NC(=O)Cc2ccccc2[N+](=O)[O-])cc1,6.5,-0.5,1.8,1008,9.3%,-0.24,1374,5.0,2.0,2.0,i,14.9%,i,11.8,-0.113,-0.182,0.073,-0.155
Cc1ccc(CNC(=O)CCc2ccc(S(=O)(=O)NCC(C)C)cc2)cc1,-0.8,5.7,-1.1,1085,-4.6%,·,·,4.1,1.8,1.7,i,3.0%,i,4.7,-0.41,0.325,-0.0134,0.594
CC(=O)Nc1ccc(OC(=O)c2cccnc2)cc1,15.0,1.4,-1.8,1068,-2.7%,0.21,1205,2.8,1.6,5.7,i,0.1%,i,1.0,-0.0961,-0.203,0.273,0.72
CCOC(=O)C1(Cc2cccc(OC)c2)CCN(Cc2csc(C(C)=O)c2)CC1,25.6,25.0,2.8,960,1.7%,-0.41,1380,1.8,1.2,7.4,i,1.8%,i,11.8,0.639,-0.198,0.461,-0.758
CC(Cc1ccccc1)C(=O)N(C)Cc1ccccc1 (stereo unspecified),-12.9,8.4,-2.4,510,-7.0%,-0.08,1060,2.3,2.3,7.5,i,-6.2%,i,-23.9,0.286,-0.277,0.463,0.425
CCn1ncc(Br)c1C(=O)Nc1ccc(F)c([N+](=O)[O-])c1,-9.5,-27.8,-2.7,585,-3.9%,-0.21,1118,1.9,3.9,11.5,i,-3.5%,i,-1.7,1.32,-0.251,0.342,-0.583
CCCCOc1ccc(S(=O)(=O)Nc2ccc(NC(C)=O)cc2)cc1,-9.7,-1.4,-1.4,1155,1.6%,-1.18,622,3.7,1.8,1.9,i,7.6%,i,-0.7,0.178,-0.243,-0.0114,0.822
CC(=O)NCCc1ccc(S(=O)(=O)N2CCOCC2)cc1,-9.7,-23.8,-5.1,1154,-2.7%,-0.23,939,4.5,2.5,4.1,i,5.2%,i,6.6,-1,-0.198,-0.279,0.279
Cc1cc(C)cc(NC(=S)NCCN(C2CCCCC2)C2CCCC2)c1,38.0,27.8,0.1,960,3.0%,-0.41,1241,2.9,1.5,5.8,i,-4.9%,i,-2.3,-1.12,-0.134,0.127,1.08

# Bioassay records from PubChem.
